S3 lipid droplet: qHTS Assay for Lipid Storage Modulators in Drosophila S3 Cells; 320,000 tested, 0.64% active; AID 2685; Drosophila S3 cells, BODIPY lipid droplet fluorescence, 18-24 h; cells fed with added oleic acid; Potency in µM for hits, for the others lipid storage change, negative = inhibition, % at the top dose, mostly 46.1 µM; active means well fitted inhibition curve with a large enough effect in the signal ratio, with a control signal flat, not every such curve was filed as active; inconclusive means small, poorly fitted or top-dose-only effect, or effect the other way, or a change in a side signal; the % refers to the signal ratio
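Drosophila S3 cells got compounds at several concentrations plus oleic acid (400 uM solution). Laser-scanning cytometry with 488 nm excitation read lipid droplets at 500-530 nm and cells at 575-640 nm. Percent activity was relative to 20 uM Triacsin C.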
S3 lipid droplet cell count max: further read-out of S3 lipid droplet, marked with its call; cell number change, %; measured here: cell count max response;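 cells counted by Cell Tracker Red CMTPX staining in the red channel; peak over a dose series mostly up to 46.1 µM; percent activity relative to internal control wells on each plate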
* marks the source's active call; other numbers are inactive results; [ ] = dose if it differs, or a comment. On the % scale 0 is the no-effect control and ±100 the full control effect; potency means the concentration at half of the fitted maximal effect. An excerpt, so the mix of outcomes need not match the whole.

CCOC(=O)c1c(C)[nH]c(C)c1C(=O)COC(=O)c1ccc(Cl)c(S(=O)(=O)NCc2ccccc2)c1 was read as S3 lipid droplet inconclusive.
For CC1CCN(CCn2c(=S)[nH]c3ccccc3c2=O)CC1 the results were S3 lipid droplet 12% and S3 lipid droplet cell count max -10.
O=C(O)Cc1ccccc1C(=O)O was read as S3 lipid droplet inconclusive.
`COc1ccc(Cl)cc1S(=O)(=O)N1CCN(C(=O)COc2ccccc2)CC1` gave S3 lipid droplet inconclusive.
For CCOC(=O)C1CCCN(c2ccc(NC(=O)c3snc4c(=O)[nH]cnc34)cc2)C1 (stereo not given) the results were S3 lipid droplet 5% and S3 lipid droplet cell count max 3.
`CCCn1c(SCC(=O)Nc2ccccc2CC)nnc1C(C)C` gave S3 lipid droplet inactive.
Screening CCCCCCn1nc(C(=O)Nc2nc3c(s2)CCCC3)c2ccccc2c1=O returned S3 lipid droplet 12% and S3 lipid droplet cell count max 9.
For COc1ccc(NC(=O)CSc2n[nH]c(CNc3cccc(C)c3)n2)cc1 the results were S3 lipid droplet inconclusive.
Screening CS(=O)(=O)N(CC(=O)NC1CC1)C1CCCCC1 returned S3 lipid droplet inconclusive.
`COc1nnc(-c2ccc(C(=O)N3C[C@@H]4C[C@H](C3)c3cccc(=O)n3C4)cc2)c2ccccc12` gave S3 lipid droplet 15% and S3 lipid droplet cell count max 0.
For CCOC(=O)C1CCCN(C(=O)c2cc(S(=O)(=O)N(C)C)ccc2N2CCCC2)C1 (stereo not given) the results were S3 lipid droplet 21% and S3 lipid droplet cell count max 14.
`COc1cc(NS(=O)(=O)c2ccc(NC(=O)COc3cccc(C)c3)cc2)nc(OC)n1` gave S3 lipid droplet inconclusive.
For COc1ccccc1Nc1cc(N2CCOCC2)c2nonc2c1[N+](=O)[O-] the results were S3 lipid droplet inconclusive.
Cc1ccc(NC(=O)CCc2c(C)nn(-c3ccc(N4CCOCC4)nn3)c2C)cc1 was read as S3 lipid droplet -15% and S3 lipid droplet cell count max 5.
`NC(=O)c1ccc(-c2ccccc2F)cc1` gave S3 lipid droplet 0% and S3 lipid droplet cell count max 4.
`O=C(NC1CCCC1)c1c(O)nc2sccn2c1=O` gave S3 lipid droplet 13% and S3 lipid droplet cell count max 3.
For COc1ccc2[nH]c(O)c(N=O)c2c1 the results were S3 lipid droplet inconclusive.
`O=C1CCCC(O)=C1N=Nc1ccc(S(=O)(=O)N2CCOCC2)cc1` gave S3 lipid droplet -9% and S3 lipid droplet cell count max 19.
COc1cc(/C=C/C(=O)OCC(=O)Nc2ccc(C)c(S(=O)(=O)N3CCCCC3)c2)ccc1O was read as S3 lipid droplet inconclusive.
`CCOC(=O)c1c2n(c3c(NCc4ccccc4)ncnc13)CCCC2` gave S3 lipid droplet inconclusive.
`CC(=O)Nc1ccc(S(=O)(=O)Nc2nc3ccc([N+](=O)[O-])cc3s2)cc1` gave S3 lipid droplet inconclusive.
CCOc1ccc(N2C(=O)C(Cl)=C(N3CCOCC3)C2=O)cc1 was read as S3 lipid droplet inconclusive.
COc1cccc(C(=O)C2CCCN(C(=O)c3ccccn3)C2)c1 (stereo not given) was read as S3 lipid droplet 11% and S3 lipid droplet cell count max -7.
For COC(=O)c1cc2c(cc1N)OCCO2 the results were S3 lipid droplet 9% and S3 lipid droplet cell count max 3.
`CCOC(=O)COc1ccsc1C(=O)OC` gave S3 lipid droplet -3% and S3 lipid droplet cell count max -20.
CC(=O)c1cccc(NC(=O)Cn2cnc(S(=O)(=O)N3CCCC3)c2)c1 was read as S3 lipid droplet -8% and S3 lipid droplet cell count max -7.
CN1C(=O)C(CC(=O)Nc2ccc(F)cc2)N(Cc2ccco2)C1=S (stereo not given) was read as S3 lipid droplet inconclusive.
Screening CSc1cccc(CNC(=O)CC2C(=O)NCCN2CC(C)(C)C)c1 (stereo not given) returned S3 lipid droplet 11% and S3 lipid droplet cell count max 22.
For CCOc1ccc(N(CC(=O)Nc2ccccc2C)S(=O)(=O)c2c(C)[nH]c(=O)[nH]c2=O)cc1 the results were S3 lipid droplet -5% and S3 lipid droplet cell count max -5.
`Cc1ccc(S(=O)(=O)N(C)C)cc1NC(=S)N1CCc2ccccc21` gave S3 lipid droplet inconclusive.

Gathered by group: the compounds so far with a Cl atom.
CCOC(=O)c1c(C)[nH]c(C)c1C(=O)COC(=O)c1ccc(Cl)c(S(=O)(=O)NCc2ccccc2)c1 was read as S3 lipid droplet inconclusive.
`COc1ccc(Cl)cc1S(=O)(=O)N1CCN(C(=O)COc2ccccc2)CC1` gave S3 lipid droplet inconclusive.
CCOc1ccc(N2C(=O)C(Cl)=C(N3CCOCC3)C2=O)cc1 was read as S3 lipid droplet inconclusive.

Next part.
COC(=O)[C@H]1C[C@@H]1[C@H](NS(=O)(=O)c1ccc2ccccc2c1)c1ccccc1 was read as S3 lipid droplet inconclusive.
`CCN(CC)CCNC(=O)c1ccc(NC(=O)c2cccc(S(=O)(=O)N3CCc4ccccc43)c2)cc1` gave S3 lipid droplet inconclusive.
CCOc1ccc(C(=O)/C=C/c2ccc(OC)c(OC)c2)cc1 was read as S3 lipid droplet 10% and S3 lipid droplet cell count max 22.
`COc1ccccc1N1CCN(C(=O)c2cc3c(s2)CCCCC3)CC1` gave S3 lipid droplet inconclusive.
Screening O=C(Cc1c(Sc2ccccc2)c2ccccc2n1Cc1ccccc1)NCCO returned S3 lipid droplet 13µM*.
CC(SC1=NCCS1)C(=O)Nc1nnc(-c2ccc(Br)cc2)s1 (stereo not given) was read as S3 lipid droplet inactive and S3 lipid droplet cell count max 6.
For O=C(NCc1csc(-c2cccs2)n1)C1CC1 the results were S3 lipid droplet inconclusive.
Screening Cc1ccccc1NCc1ccc(O)c2ncccc12 returned S3 lipid droplet inconclusive.
Screening O=C(Nc1ccc(F)cc1)OCCOc1ccc([N+](=O)[O-])cc1 returned S3 lipid droplet 10% and S3 lipid droplet cell count max 0.
Screening CS(=O)(=O)c1ccc2nc(NC(=O)c3ccc(NS(=O)(=O)c4cccc([N+](=O)[O-])c4)cc3)sc2c1 returned S3 lipid droplet 15% and S3 lipid droplet cell count max 5.
For CC1CCN(S(=O)(=O)c2ccc(C(=O)N3CCCC3C(=O)O)cc2)CC1 (stereo not given) the results were S3 lipid droplet 16% and S3 lipid droplet cell count max 13.
For CC(=O)NC(NC(=S)Nc1c(C)n(C)n(-c2ccccc2)c1=O)C(Cl)(Cl)Cl (stereo not given) the results were S3 lipid droplet inconclusive.
For CCOC(=O)c1ccc(Nc2nc(N3CCOCC3)nc(N3CCOCC3)n2)cc1 the results were S3 lipid droplet -9% and S3 lipid droplet cell count max -17.
For CCCc1cc(CN(C)C(=O)CC2C(=O)NCCN2Cc2ccccc2C)[nH]n1 (stereo not given) the results were S3 lipid droplet -8% and S3 lipid droplet cell count max 7.
Screening Cc1cc(OCC(=O)Nc2cccnc2)c2c(C)cc(=O)oc2c1 returned S3 lipid droplet inconclusive.
`CN1CN=C(NS(=O)(=O)c2ccc([N+](=O)[O-])cc2)NC1` gave S3 lipid droplet inconclusive.
`COCCN(C(=S)Nc1cc(C)cc(C)c1)C(C)c1cccs1` (stereo not given) gave S3 lipid droplet 4%.
Screening CC(C)n1cnc2cc(NCc3ccccn3)ccc21 returned S3 lipid droplet inactive.
COc1ccc(NC(=O)N2CCCC2C(=O)NCc2ccccc2Cl)cc1 (stereo not given) was read as S3 lipid droplet -4% and S3 lipid droplet cell count max 5.
Screening CCC(NC(=O)CNC(=O)CNC(=O)c1ccc(Cl)cc1Cl)c1ccc(C)cc1 (stereo not given) returned S3 lipid droplet -2% and S3 lipid droplet cell count max -2.
Cc1ccnc(NC(=O)c2cccc(S(=O)(=O)N3CCN(c4ccccc4)CC3)c2)c1 was read as S3 lipid droplet inconclusive.
`O=C(CCc1ccc(S(=O)(=O)NC2CCCCC2)cc1)N(Cc1ccccc1)Cc1ccccc1` gave S3 lipid droplet -21% and S3 lipid droplet cell count max 5.
For C/C(=N\NC(=O)c1cc(C)nc2ccccc12)c1cccs1 the results were S3 lipid droplet 6% and S3 lipid droplet cell count max 15.
c1cncc(-c2nnc3sc(C4CCCCC4)nn23)c1 was read as S3 lipid droplet inactive and S3 lipid droplet cell count max 18.
`CCOC(=O)c1cc2sccc2n1CC(=O)Nc1ccc(OC)cc1` gave S3 lipid droplet inconclusive.
Screening NC(=O)c1ccc(N2CCC(C(N)=O)CC2)c([N+](=O)[O-])c1 returned S3 lipid droplet -12% and S3 lipid droplet cell count max 5.
For CCn1nc(C)c(CN2CCC(n3nccc3NC(=O)Cc3ccccc3)CC2)c1C the results were S3 lipid droplet inconclusive.
`COCCn1nnnc1C(c1ccccn1)N1CCN(c2cccc(C)c2C)CC1` (stereo not given) gave S3 lipid droplet 3% and S3 lipid droplet cell count max 1.
CCCCn1c(SCC(=O)N2CC(C)CC(C)C2)nc2cc(S(N)(=O)=O)ccc21 (stereo not given) was read as S3 lipid droplet inconclusive.
For C/C(N)=C(/C#N)C(=O)CSc1nc2ccccc2[nH]1 the results were S3 lipid droplet inconclusive.

Quoted at random: 3 entries already listed
For CCOC(=O)C1CCCN(c2ccc(NC(=O)c3snc4c(=O)[nH]cnc34)cc2)C1 (stereo not given) the results were S3 lipid droplet 5% and S3 lipid droplet cell count max 3.
Screening O=C(Nc1ccc(F)cc1)OCCOc1ccc([N+](=O)[O-])cc1 returned S3 lipid droplet 10% and S3 lipid droplet cell count max 0.
For COc1ccc2[nH]c(O)c(N=O)c2c1 the results were S3 lipid droplet inconclusive.

The results go on:
Screening CCOC(=O)C1(Cc2cccc(OC)c2)CCCN(C(=O)CCN2CCCO2)C1 (stereo not given) returned S3 lipid droplet inactive and S3 lipid droplet cell count max -15.
For COc1cccc(C(=O)Nc2cc(C(F)(F)F)ccc2Cl)c1 the results were S3 lipid droplet 0% and S3 lipid droplet cell count max -7.
Screening CCOc1ccccc1NC(=O)Cn1nnc(-c2ccc(OCC)c(OCC)c2)n1 returned S3 lipid droplet inconclusive.
For O=C(Nc1ccc(F)cc1F)C1CCN(C(=O)c2ccc(Br)cc2)CC1 the results were S3 lipid droplet -1%[9.22 µM] and S3 lipid droplet cell count max -11.
Screening CCSc1nnc(NC(=O)/C=C/c2ccco2)s1 returned S3 lipid droplet 0% and S3 lipid droplet cell count max 2.
Screening COc1ccc(CN2CCCC(CNC(=O)c3ccc(F)cc3)C2)c(F)c1 (stereo not given) returned S3 lipid droplet 18% and S3 lipid droplet cell count max -2.
O=C(O)C1CC=CCC1C(=O)NC1CCCCC1 (stereo not given) was read as S3 lipid droplet -9% and S3 lipid droplet cell count max 23.
`COc1ccc(N(CC(=O)NC2CCCCCCC2)S(=O)(=O)c2c(C)nn(C)c2C)cc1` gave S3 lipid droplet -1%[9.22 µM] and S3 lipid droplet cell count max 7.
Cc1ccccc1-c1nc(CN2CCC(C(=O)NCc3cccs3)CC2)c(C)o1 was read as S3 lipid droplet inconclusive.
O=C(NCCCN1CCOCC1)c1ccc(N2CCCC2)c([N+](=O)[O-])c1 was read as S3 lipid droplet -1% and S3 lipid droplet cell count max 17.
`O=C(Nc1nc2ccccc2n1Cc1ccccc1)c1ccco1` gave S3 lipid droplet inconclusive.
CCOC(=O)c1c(NC(=O)CC2SC(=NC)N(C)C2=O)sc(C)c1C (stereo not given) was read as S3 lipid droplet inconclusive.
CC(C)CC(CO)N1CCN(C(=O)c2cccc(C(F)(F)F)c2)CCC1=O (stereo not given) was read as S3 lipid droplet -14% and S3 lipid droplet cell count max 0.
For Cc1cc(C)n(Cc2ccccc2)c(=O)c1S(=O)(=O)c1ccccc1 the results were S3 lipid droplet 4% and S3 lipid droplet cell count max 25.
For O=C(CSC1=NC2(CCCCCC2)N=C1c1ccccc1)Nc1ccc2c(c1)OCCO2 the results were S3 lipid droplet inconclusive.

In the list so far, two contain bromine:
CC(SC1=NCCS1)C(=O)Nc1nnc(-c2ccc(Br)cc2)s1 (stereo not given) was read as S3 lipid droplet inactive and S3 lipid droplet cell count max 6.
For O=C(Nc1ccc(F)cc1F)C1CCN(C(=O)c2ccc(Br)cc2)CC1 the results were S3 lipid droplet -1%[9.22 µM] and S3 lipid droplet cell count max -11.

(cont.)
For COC(CNC(=O)CN1CCN(Cc2ccccc2F)C1=O)OC the results were S3 lipid droplet inconclusive.
For O=C(c1ccc(NC(=S)NCc2ccc(Cl)cc2)cc1)N1CCCCC1 the results were S3 lipid droplet inconclusive.
Screening CC(C)(C)c1cc(=O)n2[nH]c(N)nc2n1 returned S3 lipid droplet -9% and S3 lipid droplet cell count max 2.
`CC1CN(S(=O)(=O)c2cc(C(=O)NCCC3=CCCCC3)ccc2Cl)CC(C)O1` (stereo not given) gave S3 lipid droplet inconclusive.
Screening C/C(=C\C(=O)c1ccc(Br)cc1)NCc1ccc2c(c1)OCO2 returned S3 lipid droplet inconclusive.
CCCCSc1nc(C)nc2c1c(=O)n(C)c(=O)n2C was read as S3 lipid droplet inactive and S3 lipid droplet cell count max 15.
COc1ccc(N2CCN(C(=O)CSc3nnc(COc4cccc5cccnc45)o3)CC2)cc1 was read as S3 lipid droplet 10% and S3 lipid droplet cell count max 3.
Cc1csc(NC(=O)c2ccc3ccccc3n2)n1 was read as S3 lipid droplet 6% and S3 lipid droplet cell count max 7.
For Cc1ccc2nc(Nc3nc(C)cc(-c4ccccc4)n3)[nH]c(=O)c2c1 the results were S3 lipid droplet -3% and S3 lipid droplet cell count max 0.

Entries shown so far with a tert-butyl group, in the order listed:
Screening CSc1cccc(CNC(=O)CC2C(=O)NCCN2CC(C)(C)C)c1 (stereo not given) returned S3 lipid droplet 11% and S3 lipid droplet cell count max 22.
Screening CC(C)(C)c1cc(=O)n2[nH]c(N)nc2n1 returned S3 lipid droplet -9% and S3 lipid droplet cell count max 2.

Source: PubChem BioAssay (National Center for Advancing Translational Sciences (NCATS))
